# Assay outcomes as filed in PubChem BioAssay.
# TbPYK inhibitor: inhibitors of Trypanosoma brucei pyruvate kinase; Q57TT1; TbPYK enzyme, Kinase-Glo Plus ATP luminescence, 45 min; Potency, µM (titrated, usually from 76.8 µM), inactives show at the top dose activity, negative = inhibition, most hits filed as inhibitors; 410,000 compounds, 0.12% hits; further: potency means the concentration at half of the fitted maximal effect; nearly all actives have a fitted effect of over 50% in size
#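 TbPYK + substrate in 50 mM TEA pH 7.2, 100 mM KCl, 10 mM MgCl2, 0.05% BSA, 0.01% Tween-20; cpd pinned; ADP 130 uM final; 45 min RT; Kinase-Glo Plus 10 min; luminescence endpoint.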
# HCMV antiviral: blocks human cytomegalovirus replication; 410,000 compounds, 4.5% hits; activity change, negative = inhibition, % at 57.5 µM; HFF cells, HCMV-luciferase reporter, 72 h; hits give low values; in the data active means activity change below about -60%; inconclusive means no clear call, values can overlap the other calls; inactive means above about -39%
#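 Human foreskin fibroblasts infected with luciferase-reporter HCMV at MOI 1 PFU/cell, compounds at two doses. Luciferase measured 72 h post infection; normalized to buffer-only basal and Salinomycin (10uM) controls.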
# LmPK inhibitor: LmPK (Leishmania mexicana) enzyme inhibition. Potency, µM (titrated, usually from 57.5 µM), inactives show at the top dose activity change, negative = inhibition, most hits filed as inhibitors. purified LmPK, Kinase-Glo ATP luminescence, 1 h. 290,000 compounds, 0.37% hits; further: potency means the concentration at half of the fitted maximal effect
# Target sequence (Q27686 whole entry, looked up): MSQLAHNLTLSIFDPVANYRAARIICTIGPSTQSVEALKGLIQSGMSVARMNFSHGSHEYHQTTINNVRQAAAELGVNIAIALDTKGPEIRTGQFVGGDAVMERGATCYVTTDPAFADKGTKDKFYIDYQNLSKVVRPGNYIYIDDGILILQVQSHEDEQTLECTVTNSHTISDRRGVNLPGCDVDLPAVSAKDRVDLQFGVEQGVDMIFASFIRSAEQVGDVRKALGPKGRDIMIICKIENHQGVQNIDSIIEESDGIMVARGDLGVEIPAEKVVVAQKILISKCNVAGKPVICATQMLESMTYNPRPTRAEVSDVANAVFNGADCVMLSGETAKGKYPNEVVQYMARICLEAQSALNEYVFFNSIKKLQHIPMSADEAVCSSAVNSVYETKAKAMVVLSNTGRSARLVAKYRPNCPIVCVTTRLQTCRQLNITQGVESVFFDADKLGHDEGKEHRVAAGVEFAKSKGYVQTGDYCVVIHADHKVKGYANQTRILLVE
#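 qHTS format; LmPK 0.1 nM; substrates PEP 0.5 mM and ADP 0.1 mM. One-hour room-temperature incubation, then coupled luciferase luminescence; 0.5 nM enzyme wells mark activation.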
# Sm TGR inh: blocks Schistosoma mansoni thioredoxin glutathione reductase. purified TGR, DTNB reduction, TNB absorbance 405 nm. Potency, µM (doses to about 114 µM), inactives show at the top dose activity change, negative = inhibition, hits mostly inhibitors. 360,000 compounds, 3% hits. AID 485364; further: potency means the concentration at half of the fitted maximal effect; nearly all actives have a fitted effect of over 60% in size
#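 First, TGR (20 nM dispensed) and NADPH were mixed with compound. Second, a 15 min room-temperature incubation followed. Third, further NADPH and then DTNB were added to start the reaction. Finally, TNB absorbance was monitored kinetically.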
# AmpC inh detg: AmpC beta-lactamase inhibition with detergent present; P00811; Potency, µM (series often up to 114 µM), inactives show at the top dose activity change, negative = inhibition, hits mostly inhibitors; 370,000 compounds, 0.041% hits; AmpC hydrolysis of nitrocefin, absorbance 480 nm, 0.01% Triton;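 further: potency means the concentration at half of the fitted maximal effect; 0% = no-compound wells and -100% = no-enzyme wells; nearly all actives have a fitted effect of over 25% in size; some results filed as inactive show a strong effect at the top dose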
# Target sequence (P00811 whole entry, looked up): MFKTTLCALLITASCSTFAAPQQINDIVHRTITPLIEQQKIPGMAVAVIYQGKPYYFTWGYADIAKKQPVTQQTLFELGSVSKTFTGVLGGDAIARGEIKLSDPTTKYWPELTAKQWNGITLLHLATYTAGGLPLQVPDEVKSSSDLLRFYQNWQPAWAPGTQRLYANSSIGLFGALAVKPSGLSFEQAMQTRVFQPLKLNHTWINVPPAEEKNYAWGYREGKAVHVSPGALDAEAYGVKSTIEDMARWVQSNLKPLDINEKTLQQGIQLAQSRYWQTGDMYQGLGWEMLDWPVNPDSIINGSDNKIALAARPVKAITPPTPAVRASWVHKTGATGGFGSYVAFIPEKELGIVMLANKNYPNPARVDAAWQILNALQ
#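 20 mM phosphate pH 7.0 + 0.01% (detergent screen) or 0.0001% Triton X-100; 5.3 nM AmpC reagent; cpd preinc 15 min RT; nitrocefin (800 uM stock) to start; A480 q20 s × 4 min; Activity was normalised to no-enzyme and no-compound control wells.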
# AmpC inh no detg: blocks E. coli AmpC beta-lactamase in detergent-free assay. AmpC nitrocefin hydrolysis, absorbance 480 nm, 0.0001% Triton. Potency, µM (highest dose often 57.1 µM), for inactives: at the highest dose activity change, negative = inhibition, most hits filed as inhibitors. 330,000 compounds, 0.52% hits. AID 485341;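 further: potency means the concentration at half of the fitted maximal effect; plate controls were no compound for no effect and no enzyme for full effect; nearly all actives have a fitted effect of over 20% in size; some results filed as inactive show a strong effect at the top dose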
#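 AmpC (5.3 nM in the dispensed reagent) in 20 mM phosphate pH 7.0 with 0.01% (detergent screen) or 0.0001% Triton X-100 was preincubated with compounds for 15 min at room temperature. Nitrocefin was then added from an 800 uM solution, and hydrolysis was followed at 480 nm.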
# AMA1-RON2 inh: AMA1-RON2 (P. falciparum) interaction inhibition. AlphaScreen AMA1-biotinylated RON2 peptide binding. AID 720542. 360,000 compounds, 0.2% hits. Potency, µM (titrated, usually from 58.2 µM), inactives show at the highest dose activity change, negative = inhibition, most hits filed as inhibitors;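 further: potency means the concentration at half of the fitted maximal effect; 0% = vehicle wells and -100% = peptide control; nearly all actives have a fitted effect of over 45% in size; some results filed as inactive show a strong effect at the top dose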
#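 AMA1 (3D7) with his tag at 25 nM final met compounds first, then biotinylated RON2 peptide at 25 nM; detection used donor plus acceptor beads, 10 µg/mL apiece, read by AlphaScreen after 30 min at room temperature.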
# Starred values were filed as active, the others as inactive; ? = inconclusive; nt = not tested or not shown; [ ] = another dose, or the depositor's remark. Unless noted, the call rests on the fitted dose curve; in most records, active means well fitted curve in the direction sought with a large enough effect; inconclusive means small, poorly fitted or top-dose-only effect, or another doubt; inactive means no such curve, though single readings can be large; an effect the other way counts as inactive or inconclusive. Unless noted, on the % scale 0 is the no-effect control and ±100 the full control effect.
(1) CCOc1cc(-c2noc(CCC(=O)NC3CCCCC3)n2)ccc1OC
(2) CC(=O)Nc1ccc(S(=O)(=O)NCCC(=O)OCCN2C(=O)c3ccccc3C2=O)cc1
(3) O=C(Nc1cccnc1)c1ccc(Br)s1
(4) Cc1ccc(C(=O)OCC(=O)Nc2ccc(N3CCOCC3)cc2)cc1
(5) C=C1C(=O)O[C@@H]2[C@H]3O[C@]3(C)CC/C=C(\C)CC[C@@H]12
(6) O=C(Nc1ccc(NC(=O)c2cccs2)cc1)c1ccccc1
(7) CC1CCCC(C)N1CCOc1cc(N)ccc1C#N (stereo not drawn)
(8) COc1ccc(CCNC(=O)CSC2=Nc3ccccc3C3=NC(C(C)C)C(=O)N23)cc1OC (stereo not drawn)

screen / no.	1	2	3	4	5	6	7	8
LmPK inhibitor	10.1%	-0.1%	-5.3%	nt	nt	-0.6%	nt	2.0%
HCMV antiviral	29.2	31.3	-27.1	-17.5	-12.0	-6.1	30.9	43.4
AmpC inh no detg	24.7%	-2.8%	-21.8%	-6.4%	nt	-50.6%	nt	-4.5%
TbPYK inhibitor	1.0%	-2.9%	-2.9%	-0.1%	4.7%	-2.5%	-2.4%	-16.7%
AmpC inh detg	?	-11.8%	-0.5%	?	nt	-5.4%	nt	-9.7%
Sm TGR inh	-0.1%	-2.1%	4.2%	3.6%	nt	0.3%	nt	-11.5%
AMA1-RON2 inh	-5.3%	0.0%	2.2%	-12.6%	-3.3%	-11.4%	-6.4%	2.5%

(9) COc1ccc(C(=O)NCc2nnc(SCCOc3ccccc3)n2C)cc1
(10) Cc1cccc(C)c1NC1=C(Cl)C(=O)OC1OC(C)C (stereo not drawn)
(11) COc1ccc(NC(=O)Nc2cccc3c2O[C@H](CN(C)S(=O)(=O)c2cn(C)cn2)[C@@H](C)CN([C@H](C)CO)C3=O)cc1
(12) COc1cccc(-c2c(C#N)c(N)nc3c2c(=O)nc2sccn23)c1
(13) COc1cccc(C(=O)N2CCN(Cc3ccccn3)CC2)c1OC
(14) Cc1nn(-c2ccc(N3CCCCC3)nn2)c(C)c1CCC(=O)NCc1ccc(OC(C)C)cc1
(15) CC1CC(=O)N(c2ccc(NCc3ccccc3Cl)c([N+](=O)[O-])c2)C1=O (stereo not drawn)
(16) COc1ccc(NS(=O)(=O)c2ccc3c(c2)NC(=O)C(C)S3)cc1 (stereo not drawn)

screen / no.	9	10	11	12	13	14	15	16
LmPK inhibitor	0.8%	1.1%	nt	12.3%	-9.5%	nt	1.0%	10.7%
HCMV antiviral	-9.5	?	69.5	nt	-30.2	-37.4	25.5	-11.9
AmpC inh no detg	35.2%	-7.5%	90.7%[activator]	15.6%	6.5%	nt	2.4%	-38.1%
TbPYK inhibitor	-12.5%	1.0%	-3.8%	nt	21.1%	-5.2%	5.0%	-2.3%
AmpC inh detg	-3.8%	-2.8%	nt	4.1%	7.7%	17.9%	-12.9%	-6.3%
Sm TGR inh	12.1%	-12.4%	nt	-2.1%	15.5%	3.2%	6.1%	0.3%
AMA1-RON2 inh	0.0%	-18.6%	-2.9%	nt	22.0%	nt	-8.9%	2.2%

(17) O=C(c1cnn2c(C(F)F)cc(-c3ccccc3)nc12)N1CCc2ccccc21
(18) CCC(C)(NC(=O)c1ccc(=O)[nH]c1)C(=O)NC1CCCC1 (stereo not drawn)
(19) CC1Cc2ccccc2N1C(=O)CSc1nc2cc3c(cc2cc1C#N)OCO3 (stereo not drawn)
(20) OCC[C@H]1C[C@@H](O)[C@H](O)[C@@]2(Cc3ccccc3O2)O1
(21) O=C(Nc1ccc(F)cc1)C1CCN(C(=O)c2ccc([N+](=O)[O-])cc2)CC1
(22) Nc1ncnc2c1ncn2[C@@H]1O[C@H](CNCc2ccc(OCC(=O)Nc3ccccn3)cc2)[C@@H](O)[C@H]1O
(23) CN(C(=O)CSc1nc(N)cc(=O)[nH]1)C1CCCCC1
(24) CCCCCOC(=O)CSc1ncnc2sc3c(c12)CCC(C)C3 (stereo not drawn)

screen / no.	17	18	19	20	21	22	23	24
LmPK inhibitor	-0.1%	-3.7%	-1.2%	nt	2.1%	nt	nt	nt
HCMV antiviral	11.2	56.8	-16.6	2.7	?	?	-2.0	9.0
AmpC inh no detg	-18.7%	2.82µM*	-49.1%	-13.5%	-0.5%	-24.8%	nt	nt
TbPYK inhibitor	-0.1%	-7.1%	-1.2%	-11.8%	0.1%	2.6%	3.7%	4.1%
AmpC inh detg	-14.4%	?	-8.9%	-9.3%	-0.8%	nt	nt	13.9%
Sm TGR inh	nt	5.4%	0.0%	-6.0%	3.6%	nt	nt	0.8%
AMA1-RON2 inh	-9.0%	3.5%	6.4%	3.3%	0.0%	-2.6%	-4.1%	nt

(25) CCN(CC)S(=O)(=O)c1ccc(C(=O)NCc2cccs2)cc1
(26) C[n+]1c(-c2ccccc2)cc2c(=Cc3ccccc3)c3ccccc3n21
(27) CC(OC(=O)/C(C#N)=C/c1ccco1)C(=O)N(C)c1ccccc1 (stereo not drawn)
(28) COc1ccc(C2=Nc3ccccc3NC(=O)C2N(C(=O)c2ccnc3ccccc23)c2ccccc2)cc1 (stereo not drawn)
(29) COc1cc(C)ccc1OCCCOc1ccccc1Br
(30) CC(=O)c1ccc(NC(=O)CSc2nc(C3CCCC3)nc3c2c(=O)n(C)c(=O)n3C)cc1
(31) CCCNC(=O)c1ccc(N2CCC3(CC2)CC(c2cccc(Br)c2)=NO3)c(NC(=O)c2cccc(C)c2)c1
(32) O=C(Nc1ccc2c(c1)OCO2)c1cc(Cl)ccn1

screen / no.	25	26	27	28	29	30	31	32
LmPK inhibitor	0.6%	nt	nt	nt	-1.9%	nt	nt	nt
HCMV antiviral	-23.0	-98.7*	-0.7	-81.6*	49.5	2.5	-17.1	0.0
AmpC inh no detg	nt	nt	-10.2%	nt	-8.6%	nt	-48.7%	-19.4%
TbPYK inhibitor	?	-9.4%	2.6%	-1.7%	-7.2%	-11.8%	1.2%	-7.1%
AmpC inh detg	-3.7%	nt	nt	nt	?	10.9%	1.3%	?
Sm TGR inh	-1.3%	nt	nt	nt	12.6%	-1.3%	5.9%	-16.2%
AMA1-RON2 inh	4.7%	15.8µM*	30.1%[activator]	-0.8%	41.3%[activator]	nt	-5.2%	-12.9%[11.6 µM]

# Molecules above with a cyano group, in the order listed:
(7) CC1CCCC(C)N1CCOc1cc(N)ccc1C#N (stereo not drawn)
(12) COc1cccc(-c2c(C#N)c(N)nc3c2c(=O)nc2sccn23)c1
(19) CC1Cc2ccccc2N1C(=O)CSc1nc2cc3c(cc2cc1C#N)OCO3 (stereo not drawn)
(27) CC(OC(=O)/C(C#N)=C/c1ccco1)C(=O)N(C)c1ccccc1 (stereo not drawn)

screen / no.	7	12	19	27
LmPK inhibitor	nt	12.3%	-1.2%	nt
HCMV antiviral	30.9	nt	-16.6	-0.7
AmpC inh no detg	nt	15.6%	-49.1%	-10.2%
TbPYK inhibitor	-2.4%	nt	-1.2%	2.6%
AmpC inh detg	nt	4.1%	-8.9%	nt
Sm TGR inh	nt	-2.1%	0.0%	nt
AMA1-RON2 inh	-6.4%	nt	6.4%	30.1%[activator]

# Additional compounds:
(33) NC(=S)Nc1cccc(Cl)c1
(34) COc1ccc(/C=C/C(=O)c2ccc(O)cc2)cc1COc1ccc(F)cc1
(35) O=C(CSCc1cnn(-c2ccccc2)c1-n1cccc1)NCc1ccccc1Br
(36) CC(=O)Nc1ccc(Cl)c(-c2nc3ncccc3o2)c1
(37) CCOCCN1CCN(c2c(C)c(C)nc3cc(-c4cc(OC)cc(OC)c4)nn23)CC1
(38) Cc1cccc(N(Cc2cc3ccc(C)cc3[nH]c2=O)S(=O)(=O)c2ccccc2)c1
(39) O=C1c2cccc3cccc(c23)C(=O)N1Nc1ccccc1
(40) Clc1cccc(-c2nc(-c3ccc(-c4nn[nH]n4)cc3)no2)c1

screen / no.	33	34	35	36	37	38	39	40
LmPK inhibitor	-5.6%	-4.1%	nt	-6.9%	-1.1%	2.4%	-1.1%	nt
HCMV antiviral	-6.4	-10.6	-36.4	-8.0	-83.9*	?	-13.4	52.0
AmpC inh no detg	-1.3%	11.2µM*	nt	-11.6%	86.4%[activator]	-9.9%	-26.4%	-4.7%
TbPYK inhibitor	-5.2%	?	4.4%	0.6%	1.2%	-0.2%	2.9%	3.6%
AmpC inh detg	-5.1%	4.6%	16.6%	-14.0%	-1.1%	-3.0%	-0.9%	-2.2%
Sm TGR inh	17.8%	0.8%	23.9%	2.5%	0.3%	-0.6%	-5.3%	-23.0%
AMA1-RON2 inh	13.6%	-7.7%	nt	-10.2%	-13.0%	0.2%	5.2%	nt

(41) O=C1Nc2cc(C(=O)NCC3CCCO3)ccc2S/C1=C/c1ccccc1F (stereo not drawn)
(42) COc1ccc(/C=C2/N=C3CCCCCN3C2=O)cc1
(43) O=C(NCCc1c[nH]c2ccccc12)OCCSS(=O)(=O)O
(44) CCCCNc1nc(CC)c2c(c1C#N)CCCC2
(45) N=c1ccccn1CC(O)COc1ccccc1 (stereo not drawn)
(46) C[C@H](CO)N1C[C@H](C)[C@@H](CN(C)S(C)(=O)=O)Oc2c(NC(=O)C3CC3)cccc2C1=O
(47) COc1ccc(C=C2OC(=O)C(C(C)=O)=C2O)cc1
(48) CC1=C(C(=O)OC(C)C)[C@@H](c2ccc(C)o2)NC(=O)N1
(49) O=C1CC(NC23CC4CC(CC(C4)C2)C3)C(=O)N1c1ccc2c(c1)OCO2 (stereo not drawn)
(50) O=C(NCc1ccc(F)cc1)N1[C@H]2CC[C@@H]1C=C(c1ccc(F)cc1OCc1ccccc1)C2

screen / no.	41	42	43	44	45	46	47	48	49	50
LmPK inhibitor	-1.9%	0.5%	-10.1%	8.4%	-3.3%	nt	nt	-2.9%	-1.7%	nt
HCMV antiviral	?	-21.1	-34.6	?	6.2	13.1	25.9	12.3	-30.8	-8.6
AmpC inh no detg	-9.0%	0.8%	-23.4%	-13.7%	-7.8%	-7.5%	nt	-17.7%	-11.9%	nt
TbPYK inhibitor	-2.1%	1.0%	-0.8%	-11.5%	0.3%	-15.1%	-11.8%	5.0%	-5.8%	-1.1%
AmpC inh detg	-6.7%	5.6%	0.0%	-7.3%	-12.0%	nt	nt	-10.0%	-10.1%	nt
Sm TGR inh	2.4%	-0.1%	-5.9%[57.1 µM]	3.8%	0.0%	nt	nt	0.0%	44.7µM*	nt
AMA1-RON2 inh	4.5%	-12.7%	-0.4%	3.7%	5.4%	-1.5%	0.0%	-0.9%	-4.8%	6.3%
